High-throughput results from PubChem.
LANA DNA inh: inhibitors of KSHV LANA C-terminal domain DNA binding | MBP-C-LANA/FAM-LBS DNA binding, fluorescence polarization | inhibition, % at 9 µM | 0.078% of 340,000 active;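 active = highest replicate inhibition at or above 60% at 9 µM, even if other replicates fall short; inactive = all replicates below 60% inhibition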;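 note: 0% = neutral control wells and 100% = 4 µM acridine orange control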
NSD2 inh: inhibitors of human histone methyltransferase NSD2; 0.54% of 310,000 active; inhibition, % at 12.5 µM; O96028; NSD2 peptide methylation, AlphaScreen, 120 min; AID 743445; in the data active = inhibition above about 50%
cardiac RTF act: cardiac RTF calcium sensitization | IANBD-labeled TnC RTF fluorescence at EC20 calcium; 0% EC20 calcium, 100% full calcium | activation, % at 7.2 µM | 0.24% of 340,000 active | AID 493008;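 active = activation above the mean over all tested compounds plus 3 SD, cut at about 30% in these data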;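 note: rise in fluorescence read as greater calcium sensitivity of cardiac thin filaments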
Rtt109 HAT inh: blocks Candida albicans Rtt109/Vps75 acetyltransferase activity. inhibition, % at 34.9 µM. 0.16% of 330,000 active. purified Rtt109/Vps75, ThioGlo CoA-SH fluorescence, 4 h. Q5AAJ8;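 active = inhibition of at least 50% in every replicate; inconclusive = best replicate reaches 50% inhibition but some replicates fall short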
Target sequence (Q5AAJ8 whole entry, looked up): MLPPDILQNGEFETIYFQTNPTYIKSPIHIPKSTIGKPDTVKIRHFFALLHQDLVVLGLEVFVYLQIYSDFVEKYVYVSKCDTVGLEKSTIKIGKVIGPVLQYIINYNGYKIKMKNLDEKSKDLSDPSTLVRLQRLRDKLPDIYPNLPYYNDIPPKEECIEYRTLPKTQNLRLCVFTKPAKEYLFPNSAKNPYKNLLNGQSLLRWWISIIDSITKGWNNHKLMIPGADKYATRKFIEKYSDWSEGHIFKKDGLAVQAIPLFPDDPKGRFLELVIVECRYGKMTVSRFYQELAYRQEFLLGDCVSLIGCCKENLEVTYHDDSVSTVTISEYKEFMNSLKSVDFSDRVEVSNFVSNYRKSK
PfHsp90 set2: reduces growth (ATP signal) of yeast expressing P. falciparum Hsp90; S. cerevisiae expressing PfHsp90, BacTiter-Glo ATP, 48 h; yeast lacking PDR1 and PDR3 efflux regulators; 0.32% of 310,000 active; inhibition, % at 9.4 µM;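 active = every replicate shows inhibition above about 80%, whatever the replicate mean, limit read from the data; inconclusive = mean inhibition reaches the set limit but some replicate falls short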;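 note: 0% = DMSO neutral controls and 100% = 20 µM radicicol positive controls; yeast relying on Plasmodium falciparum Hsp90 in place of its own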
PvdQ inh: blocks Pseudomonas aeruginosa PvdQ acylase activity; AID 488965; inhibition, % at 10 µM; 0.063% of 340,000 active; purified PvdQ acylase, fluorescence plate reader; in the data active = inhibition above about 30%, passing the limit was not always enough; inconclusive = no clear call, values can overlap the other calls;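 note: 0% = vehicle neutral wells and 100% = reference inhibitor wells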
SUMO Mot1 rescue: blocks SUMOylation pathway, rescuing yeast Mot1-301 growth; S. cerevisiae Mot1-301 growth rescue, ATP luminescence, 38.5C; percent above DMSO median, 100 means doubled; growth rescue, % at 18.8 µM; 1% of 320,000 active;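 active = every valid replicate shows activation above 250% relative to neutral control wells; inactive = the rest, any valid replicate at or below 250%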;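 note: OY570 slx delta 5 strain wells were the positive control but not used for scaling; some compounds called inactive have numbers as strong as hits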
Cardiac RTF inh: cardiac RTF calcium desensitization. P19429+P45379. IANBD-labeled cardiac RTF, Ca2+ fluorescence. inhibition, % at 7.15 µM. 0.12% of 340,000 active. AID 493244;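 active = inhibition above the mean inhibition of all tested compounds plus 3 SD, cut at about 17% in these data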;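 note: assay run at fixed EC70 calcium of 1.6 mM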
Keap1 Nrf2 FP: disrupts human Keap1 binding to Nrf2 peptide; Keap1 Kelch-Nrf2 peptide fluorescence polarization, 1536-well; inhibition, % at 9.4 µM; 0.15% of 340,000 active; in the data active = inhibition above about 12%; inconclusive = no clear call, values can overlap the other calls; inactive = below about 7.3%;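 note: human Keap1 Kelch domain with fluorescein labeled Nrf2 9mer peptide probe; 0% = neutral control wells and 100% = peptide positive control; higher means more block of Keap1 binding to Nrf2 peptide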
Target sequence (Q14145 whole entry, looked up, the tested form may be a part): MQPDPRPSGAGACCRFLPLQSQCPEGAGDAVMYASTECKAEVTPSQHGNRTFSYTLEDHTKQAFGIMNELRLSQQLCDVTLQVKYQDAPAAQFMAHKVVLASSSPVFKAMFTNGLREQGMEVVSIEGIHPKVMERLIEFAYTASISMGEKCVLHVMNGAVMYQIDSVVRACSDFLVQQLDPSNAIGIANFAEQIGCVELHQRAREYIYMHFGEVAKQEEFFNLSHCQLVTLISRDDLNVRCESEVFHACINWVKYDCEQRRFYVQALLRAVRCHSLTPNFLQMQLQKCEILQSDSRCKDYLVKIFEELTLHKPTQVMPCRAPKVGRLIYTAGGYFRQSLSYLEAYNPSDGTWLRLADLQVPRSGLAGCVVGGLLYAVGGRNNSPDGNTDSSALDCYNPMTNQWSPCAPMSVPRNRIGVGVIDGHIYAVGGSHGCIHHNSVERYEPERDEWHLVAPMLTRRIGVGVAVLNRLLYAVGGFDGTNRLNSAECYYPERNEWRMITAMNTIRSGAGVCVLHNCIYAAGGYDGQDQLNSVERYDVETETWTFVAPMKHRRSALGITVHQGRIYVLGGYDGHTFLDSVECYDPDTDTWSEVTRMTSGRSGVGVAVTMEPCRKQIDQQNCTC
CDK5 p35 inh: inhibitors of human CDK5/p35 kinase | Q00535+Q15078 | Recombinant CDK5/p35, ADP-Glo luminescence, 60 min | inhibition, % at 10 µM | 0.01% of 330,000 active;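 active = highest replicate inhibition of at least 50% and at least 75% of replicates reaching 50%; inconclusive = only one of the two criteria met; inactive = both criteria failed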;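 note: plate controls were DMSO neutral control for no effect and GW8510 at 10 µM for full effect; many of its hits are not listed in these tables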
dFosB act: activators of mouse delta FosB homodimer; P13346; purified delta FosB, TAMRA-CDK5 oligo fluorescence polarization; percent of positive-control signal above neutral wells; activation, % at 25 µM; 0.99% of 340,000 active;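 active = mean activation above about 17%, with every replicate also reaching it, limit read from the data, passing the limit was not always enough; inconclusive = only one of the two conditions met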;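 note: fluorescence polarization rise as delta FosB binds a TAMRA Cdk5 AP-1 oligo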
Active calls of the source: *; ? = inconclusive; nt = no result given; & = joins results of further samples; ! = not confirmed by another sample. This is a random part of the collection. About 3.2% of those tested had a hit in this group.

molecule,LANA DNA inh,NSD2 inh,cardiac RTF act,Rtt109 HAT inh,PfHsp90 set2,PvdQ inh,SUMO Mot1 rescue,Cardiac RTF inh,Keap1 Nrf2 FP,CDK5 p35 inh,dFosB act
CC(OC(=O)CCCC(=O)Nc1ccc(F)cc1)C(=O)c1ccccc1 (configuration not stated),0.6,-5,4,-4,19,-14,12,-6,0,-2.9,-10
Cc1c(C(=O)N2CCOCC2)oc2ccccc12,-8.5,1,2,-1,nt,4,-1,-6,0,0.4,1
NC(CO)C(=O)NNCc1ccc(O)c(O)c1O (configuration not stated),2.3,nt,2,79*!,11,-4&-7,-6,-12,-16,-1.0,1
Cc1cccc(OCC(=O)N2CCC3(CC2)CC(=O)c2ccccc2O3)c1,0.5,1,-3,-8,-18,-12,-7,12,-2,-1.0,-6
CCOC(=O)c1cnc2ccc(C)cc2c1Sc1ccc(F)cc1,-1.3,2,-5,-3,9,-7,-15,-5,-3,-0.4,-15
COc1cccc(CNCc2cccc(Br)c2)c1OC,-1.7,-5,2,-6,10,-8,125,2,0,0.6,-13
FC(F)(F)c1cccc(N2CCC(N=CN3CCCCCC3)=N2)c1,-1.2,4,-1,1,10,-10,10,5,-2,0.0,-13
COc1ccc(NC(=O)Nc2cccc3ccccc23)c(OC)c1,0.0,0,2,-16,9,-12,-7,-10,1,-0.2,-4
CCN(CC)CCn1c2c(c(SCC(=O)Nc3ccccc3Cl)nc1=O)CCCC2,nt,6,6,nt,-6,-18,-21,-2,nt,1.1,6
Cn1c(CNC(=O)c2ccc(Cl)cc2)nnc1SCC(=O)Nc1sc2c(c1C#N)CCCC2,-0.3,nt,3,-3,nt,-14,-12,-34,0,0.2,?
N#C/C(=C\c1c(N2CCOCC2)nc2ccccn2c1=O)S(=O)(=O)c1ccccc1,1.2,3,3,39,nt,2,1,1,-10,0.9,-9
Cc1csc(SCC(=O)NC23CC4CC(CC(C4)C2)C3)n1,2.0,-3,-1,6,16,-15,-7,-17,2,-0.5,-2
CCC(COC)NCc1cn(-c2ccc(F)cc2F)nc1-c1ccccc1C (configuration not stated),-0.6,-6,2,-5,25,-5,-3,-5,-4,-0.3,-9
COc1cc(Cl)ccc1OCc1cc(C(=O)NCC(C)c2ccccc2)no1 (configuration not stated),0.2,5,-2,-1,-6,-7,77,-5,5,-1.8,-14
O=C(Nc1cccc2ncccc12)c1cc2ccccc2o1,-0.4,-2,7,-1,0,-14,-2,-12,2,-2.9,-7
CN(C(=O)c1ccc(C#N)cc1)c1nnc(-c2cnccn2)s1,2.2,2,2,-4,-26,-8,-21,1,5,1.7,-3
COC(=O)COc1c(Cl)cc(Cl)c2ccc(C)nc12,-0.5,-5,0,-8,-13,-7,2,-4,-4,-1.6,-10
COc1ccc(NC(=O)c2sc(N3CCOCC3)nc2-c2ccccc2)c(OC)c1,-1.1,-1,-5,-3,-26,12,53,3,-3,1.0,-4
COc1ccc(NS(=O)(=O)c2ccc(NS(C)(=O)=O)cc2)cc1,-0.1,-1,10,nt,19,-5,-8,-3,-3,-3.2,-4
COc1ccccc1NC(=O)CCn1c(=O)sc2ccccc21,-0.5,-4,-4,nt,-24,-3,-1,-9,7,-1.0,-1
CCOC(=O)N1CCN(C(=O)c2ccc(Oc3ccc([N+](=O)[O-])cc3)cc2)CC1,0.1,1,-2,-3,4,-4,5,-1,-4,1.1,-3
CN(C)c1oc(-c2ccccc2Cl)nc1C#N,-1.1,-1,-6,1,-13,-15,-1,-3,-5,-1.1,0
COc1ccc(NC(=S)NCc2ccc(S(N)(=O)=O)cc2)cc1OC,0.9,0,7,-3,12,-10,-9,-11,-6,0.3,3
CC1CCN(c2nc3c(cc2C#N)COC(C)(C)C3)CC1,2.0,-4,10,9,2,1,-1,0,-2,0.6,3
CN1CCN(c2ccc(CNC(=O)c3ccco3)cc2)CC1,7.4,-1,3,3,10,-16,186,-3,-1,1.7,4
CCN(C(=O)CSc1nnc(-c2ccccc2C)n1C)c1c(N)n(Cc2ccccc2)c(=O)[nH]c1=O,0.2,-8,-1,2,-14,-4,nt,-3,1,0.3,-1
CCCc1nc2c(=O)n(C)c(=O)nc-2n(C)n1,10,nt,4,-6,-31,14,nt,-13,-26,0.4,-5
C=Cn1cc[n+](CC(=O)c2ccc(Br)cc2)c1,-0.1,-6,-5,-5,-29,-11,14,-6,-2,0.4,-4
COc1cc(C(=O)NC2CCCc3ccccc32)cc(OC)c1OC (configuration not stated),0.3,102*,1,2,-18,4,227,0,-1,-1.7,-12
CN1CCC(=NNC(=O)CN(c2cccc(Cl)c2)S(C)(=O)=O)CC1,0.7,-3,4,nt,-7,5,21,4,-2,2.1,0
CCOc1ccc(/C=N\NC(=O)c2c(C)nc3cc(C)ccn23)cc1,1.8,-1,-2,5,-9,0,-18,-4,-2,0.5,-2
O=C(Cn1c(=O)c2c(ncn2Cc2ccccc2)n(Cc2ccccc2)c1=O)N1CCCC1,-2.2,nt,2,0,-17,-19,20,-2,-4,-0.7,-11
CCC(CC)C(=O)c1c[nH]c(C(=O)OC)c1,0.3,-3,-2,0,16,-8,-16,-3,0,-0.6,-5
Cc1cn(C2CC(O)C(CO)O2)c(=O)n(CCCc2ccccc2)c1=O (configuration not stated),-0.7,-1,4,6,-18,-1,nt,8,0,-0.4,-3
N#C/C(=C\Nc1ccc(F)c(Cl)c1)S(=O)(=O)c1ccccn1,0.1,-2,nt,6,7,-1,-9,nt,-3,1.0,1
COc1cc(C(=O)NCCNC(=O)c2ccc(C)nc2)cc(OC)c1OC,2.0,1,-3,50,7,4,8,2,-4,1.0,-5
Cc1ccc(NC(=O)CN(C)C(=O)c2cc(-c3cccs3)nn2-c2ccccc2)cc1,-0.5,-1,-3,-2,-20,-10,4,4,0,0.1,-2
Cc1ccc(-n2c(Cc3cccs3)nnc2SCC(N)=O)cc1,1.2,1,-1,-1,9,4,-3,-3,-2,-1.4,-1
Cc1ccccc1C(=O)NC1CCN(Cc2nnnn2Cc2ccccc2)CC1,0.9,-2,3,-4,-16,-14,9,5,-6,-0.3,0
O=C(NCC(c1cccnc1)N1CCN(c2ccc(F)cc2)CC1)C1CCCCC1 (configuration not stated),0.0,0,1,4,2,9,56,5,-2,0.6,4
CC(=O)c1cccc(NC(=O)c2cc(=O)c3ccccc3o2)c1,5.7,0,2,-4,-11,-12,4,-2,2,0.0,-2
Cc1ccccc1-n1cc(CNC(=O)C2CCC(=O)N(C3CC3)C2)cn1 (configuration not stated),-1.5,-2,-1,-5,-2,8,-4,2,-3,0.4,-4
CCC(=O)Nc1cc(-c2nn(C)c(=O)c3ccccc23)ccc1N1CCOCC1,-1.5,0,10,0,nt,-6,-13,-11,-7,-1.0,1
O=C(CCNC(=O)c1ccco1)Nc1ccc(OC(F)F)c(Cl)c1,0.0,-9,-2,-2,27,-16,347,-14,3,0.0,-2
COCCNC(=O)C(=O)NCC1OCCN1S(=O)(=O)c1cc(F)ccc1F (configuration not stated),0.5,-2,7,-11,7,-5,-8,1,5,0.3,1
Cc1cc(C(C)(C)C)cc(C)c1C(=O)O,1.0,-1,0,3,1,-10,-20,-10,-2,0.0,-5
C[C@@H]1CC=C[C@@H]2[C@H]1C(=O)N(Cc1ccccc1)[C@H]2c1ccccc1Br,-2.3,nt,-2,17,-32,9,nt,4,0,5.1,-3
CCOC(=O)C1(C)C=C(Nc2cccc(OC)c2)C(=O)N1c1ccccc1 (configuration not stated),0.6,-2,0,-10,2,-13,-11,-1,3,0.3,-3
Cc1cccc2nc(CSc3ccc(Cl)cc3)cn12,-0.8,2,-1,2,-32,-7,56,2,-4,-3.3,-4
Cc1cc(C)cc(C(=O)NCC(=O)OCC(=O)NC2CCCc3ccccc32)c1 (configuration not stated),0.0,-1,1,-3,-10,-3,-16,-6,3,0.4,-5

More structures follow.
molecule,LANA DNA inh,NSD2 inh,cardiac RTF act,Rtt109 HAT inh,PfHsp90 set2,PvdQ inh,SUMO Mot1 rescue,Cardiac RTF inh,Keap1 Nrf2 FP,CDK5 p35 inh,dFosB act
COc1ccc(C2=NN(C(=O)CSc3nnc(C)c(=O)n3N)C(c3ccco3)C2)cc1 (configuration not stated),1.3,35,-3,-1,nt,-10,52,9,-5,0.3,-9
Cc1ccoc1C(=O)N1CCN(C(=O)c2occc2C)CC1,0.1,-1,-5,7,0,-9,-9,-10,-4,1.3,-3
CCC12CN3CC(CC)(CN(C1)C3c1ccc([N+](=O)[O-])o1)C2=O (configuration not stated),-0.3,-5,-6,3,-11,0,-7,6,1,2.6,7
CCOc1ccc(NC(=O)C2Cc3ccccc3CN2S(=O)(=O)CC)cc1 (configuration not stated),0.7,1,6,nt,-55,-12,3,-7,1,-1.0,-14
Cc1ccc(SCc2ccc(C(=O)Nc3cccc([N+](=O)[O-])c3)cc2)cc1,0.0,2,3,-5,-32,-4,-14,-11,-3,-0.5,6
COc1ccc(C(=O)Nc2sc3c(c2C(=O)O)CC(C)(C)OC3)cc1,-0.7,0,5,1,3,-7,2,-2,-2,-0.8,-6
Cc1ccc(-c2nn(-c3ccccc3)cc2/C=C2\SC(=S)N(CC(=O)O)C2=O)cc1,-1.3,nt,-2,3,32,1,2,-3,0,-1.2,-19
